Screens: PubChem BioAssay, National Center for Advancing Translational Sciences (NCATS)
Mito fusion yeast = blocks mitochondrial division or promotes mitochondrial fusion | S. cerevisiae fusion-defective mutant growth rescue, CellTiterGlo 48 h | Potency, µM (titrated, usually from 46.1 µM), for the others: at the top dose growth rescue (activation), most hits filed as activators | actives 0.23% (n = 320,000);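 note: potency is the fitted concentration of half-maximal effect; % of control where 0% means no effect; nearly all actives have a fitted effect of over 45% in size; temperature-sensitive fusion mutants such as fzo1-1 at 37 °C on non-fermentable ethanol glycerol medium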
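S. cerevisiae fusion-defective temperature-sensitive mutants (e.g. fzo1-1, mgm1-5) grown 48 h at 37C in YPEG (ethanol/glycerol non-fermentable) medium with 23 nl compound per well; growth rescue read as CellTiterGlo luminescence.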
S-ASM inh = human S-ASM enzyme inhibition; Potency, µM (highest dose often 57.5 µM), for the others: at the highest dose activity change, negative = inhibition, hits mostly inhibitors; actives 0.006% (n = 340,000); AID 504937; placental ASM, HMU-PC fluorogenic substrate, 60 min; P17405; note: potency is the fitted concentration of half-maximal effect
Target sequence (P17405 47-631 limits assumed): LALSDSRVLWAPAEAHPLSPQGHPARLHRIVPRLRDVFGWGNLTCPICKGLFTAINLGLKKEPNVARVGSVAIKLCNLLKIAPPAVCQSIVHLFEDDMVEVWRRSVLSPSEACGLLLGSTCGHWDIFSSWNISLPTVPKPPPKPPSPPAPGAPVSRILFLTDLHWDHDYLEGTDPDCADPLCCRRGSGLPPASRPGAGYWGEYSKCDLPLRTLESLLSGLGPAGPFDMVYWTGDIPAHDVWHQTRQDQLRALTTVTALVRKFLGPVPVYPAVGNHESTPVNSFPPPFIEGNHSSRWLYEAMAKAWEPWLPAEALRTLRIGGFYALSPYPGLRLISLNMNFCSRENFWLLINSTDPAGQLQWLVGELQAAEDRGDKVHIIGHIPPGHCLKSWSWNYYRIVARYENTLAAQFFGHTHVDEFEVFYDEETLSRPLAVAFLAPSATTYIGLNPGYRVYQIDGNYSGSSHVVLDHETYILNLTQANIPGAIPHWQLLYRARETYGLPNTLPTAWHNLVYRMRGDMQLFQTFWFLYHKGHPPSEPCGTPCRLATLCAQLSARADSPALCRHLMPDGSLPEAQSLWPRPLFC
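Human placenta-derived ASM preincubated with compound 10 min at room temperature, then reacted with 9 uM (final) fluorogenic HMU-PC substrate for 60 min at 37 C. Stop solution raises pH to 10; fluorescence read at Ex 386/Em 447 nm.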
Menin MLL FP TR = displaces Texas Red mutant MLL peptide from human menin. O00255. Menin + Texas Red MLL mutant peptide, fluorescence polarization. AID 1768. Potency, µM (titrated, usually from 61.6 µM), without a hit: top-dose FP activity change, negative = inhibition, most hits filed as inhibitors. actives 0.23% (n = 270,000); active = well fitted inhibition curve with a large enough effect in the polarisation, with a control signal flat, not every such curve was filed as active; inconclusive = small, poorly fitted or top-dose-only effect, or effect the other way, or a change in a side signal; inactive = no such curve, though single readings can be large or run the other way; the % refers to the polarisation; note: potency is the fitted concentration of half-maximal effect; % of control where 0% means no effect; many of its hits are not listed in these tables
MBNL1-CUG inh = blocks human MBNL1 binding to CUG repeat RNA | Potency, µM (highest dose often 57.5 µM), for the others: at the highest dose activity change, negative = inhibition, most hits filed as inhibitors | TR-FRET MBNL1-His/biotin-(CUG)12 binding, 665/545 ratio | AID 2675 | actives 0.036% (n = 280,000); active = well fitted inhibition curve with a large enough effect in the signal ratio, with a control signal flat, not every such curve was filed as active; inconclusive = small, poorly fitted or top-dose-only effect, or effect the other way, or a change in a side signal; inactive = no such curve, though single readings can be large or run the other way; the % refers to the signal ratio; note: potency is the fitted concentration of half-maximal effect; % is set by controls: 0 for no effect and ±100 for the full control effect
Target sequence (Q9NR56 whole entry, looked up): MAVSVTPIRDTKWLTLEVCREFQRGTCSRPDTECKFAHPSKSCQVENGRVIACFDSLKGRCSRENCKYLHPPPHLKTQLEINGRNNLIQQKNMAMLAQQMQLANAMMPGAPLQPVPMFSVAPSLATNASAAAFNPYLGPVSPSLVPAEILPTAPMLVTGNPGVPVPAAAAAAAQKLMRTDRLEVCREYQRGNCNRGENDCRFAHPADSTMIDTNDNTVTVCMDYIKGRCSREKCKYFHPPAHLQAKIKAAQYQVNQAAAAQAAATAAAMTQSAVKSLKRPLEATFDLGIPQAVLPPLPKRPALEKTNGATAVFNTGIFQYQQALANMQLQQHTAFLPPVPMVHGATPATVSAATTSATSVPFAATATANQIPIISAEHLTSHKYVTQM
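Compounds (final 92 nM to 58 uM) are added to His-tagged MBNL1 and biotin-(CUG)12, then terbium anti-His antibody and streptavidin-XL665 (5 nM final). After 60 min at room temperature, the 665/545 nm ratio is read.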
CXXC DNA block = inhibitors of human MLL CXXC domain-DNA interaction; Potency, µM (top dose mostly 115 µM), for inactives: top-dose activity change, negative = inhibition, usual class: inhibitors; MLL-CXXC / FITC-HOXA9 DNA fluorescence polarization; actives 0.037% (n = 290,000); Q03164; active = well fitted inhibition curve with a large enough effect in the polarisation, with a control signal flat, not every such curve was filed as active; inconclusive = small, poorly fitted or top-dose-only effect, or effect the other way, or a change in a side signal; inactive = no such curve, though single readings can be large or run the other way; the % refers to the polarisation; note: potency is the fitted concentration of half-maximal effect
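Steps: dispense CXXC domain solution (7 uM) → pin compounds or unlabeled HOX-A9 DNA control → 5 min ambient → add FLSN-HOX-A9 solution (50 nM) → spin → 30 min ambient → fluorescence polarization. Tris pH 7.5/NaCl/DTT/BSA buffer.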
TCR act = activators of T cell receptors; primary human leukocytes, anti-CD3, IL-2 HTRF, 48 h; Potency, µM (titrated, usually from 9.22 µM), inactives show top-dose activation of IL-2 secretion, usual class: activators; 330,000 tested, under 10 active; note: % of control where 0% means no effect
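Primary human leukocytes were stimulated with a-CD3 beads plus compounds for 48 hr without co-stimulation; secreted IL-2 was quantified by HTRF using a-IL-2-K (europium cryptate) and a-IL-2-d2, excited at 320nm with acceptor emission read at 665nm.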
TSHR antag = antagonists of human thyroid stimulating hormone receptor; TSHR-expressing cells, TSH-stimulated cAMP HTRF, 2 h; hits give low values; AID 504810; actives 0.2% (n = 330,000); activity change, negative = inhibition, % at 11.5 µM;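 active = activity change below a set negative limit, meaning inhibition stronger than a set level, cut at about -70% in these data; inconclusive = activity change between two set negative limits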; note: % is set by controls: 0 for no effect and ±100 for the full control effect
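Inhibition of cAMP made by TSHR-expressing cells under TSH stimulation (4nM final, EC80; 2 h, 37 deg C) is quantified with a one-step lysis HTRF kit, anti-cAMP cryptate versus cAMP-d2.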
a7 integrin act = activators of alpha7 integrin expression for muscular dystrophy | Potency, µM (top dose mostly 38.3 µM), for the others: at the top dose activation, actives largely listed as activators | alpha7betagal myoblasts, beta-gal FDG fluorescence, 48 h | AID 624291 | actives 0.064% (n = 350,000);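 note: potency is the fitted concentration of half-maximal effect; 100% = response of the positive control SU9516; nearly all actives have a fitted effect of over 60% in size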
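Alpha7betagal+/- myoblasts (passage 13) were plated 16-24 hr, then exposed to compounds (1:260 dilution of DMSO stock) for 48 hours at 37C. After MPER lysis, β-galactosidase reporter activity was read as FDG fluorescence (ex 480/em 540) after 30 minutes.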
TSG101-PTAP inh = blocks PTAP/TSG101 interaction to inhibit HIV-1 budding | Q99816 | Fluorescence polarization, FITC-PTAP peptide / Tsg101 binding | Potency, µM (top dose mostly 115 µM), for inactives: top-dose activity change, negative = inhibition, actives largely listed as inhibitors | 340,000 tested, under 10 active | AID 493005; active = well fitted inhibition curve with a large enough effect in the main read-out, with a control signal flat, not every such curve was filed as active; inconclusive = small, poorly fitted or top-dose-only effect, or effect the other way, or a change in a side signal; inactive = no such curve, though single readings can be large or run the other way; note: potency is the fitted concentration of half-maximal effect; % of control where 0% means no effect
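Fluorescence anisotropy tracks displacement of a FITC-tagged PTAP peptide (50 nM) from the Tsg101 binding domain (10 uM), following a 20 min room-temperature incubation at pH 7.5.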
AT treatment = potential ataxia-telangiectasia treatment; […] A-T fibroblasts, KAP-1 phosphorylation AlphaLISA; neocarzinostatin DNA damage 30 min before lysis; Potency, µM (series often up to 57.5 µM), inactives show at the top dose activation, most hits filed as activators; actives 0.19% (n = 320,000); AID 485349; note: potency is the fitted concentration of half-maximal effect; % of control where 0% means no effect; nearly all actives have a fitted effect of over 45% in size
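hTERT-immortalized A-T patient fibroblasts ([…]), 500 cells/well in OPTI-MEM, 1% FBS, got compounds for 60 min, then NCS for 30 min at 37C. Lysates were then assayed for phospho-KAP-1 by AlphaLISA (anti-pKAP1 donor, anti-KAP1 acceptor beads), 6 hr at 25C.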
The depositor's hits bear a star; ? = inconclusive; · = not tested or not shown; & = joins results of further samples; [ ] = another dose, or the depositor's remark. Unless noted, calls come from the whole dose curve; as a rule, active = well fitted curve in the direction sought with a large enough effect; inconclusive = small, poorly fitted or top-dose-only effect, or another doubt; inactive = no such curve, though single readings can be large; an effect the other way counts as inactive or inconclusive. A portion of the library; count on the stated rates, not on these rows.

The line under a structure holds: Mito fusion yeast, S-ASM inh, Menin MLL FP TR, MBNL1-CUG inh, CXXC DNA block, TCR act, TSHR antag, a7 integrin act, TSG101-PTAP inh, AT treatment
C/C(=N\NC(=O)NC1CCCCC1)C1CCCCC1
    -7%, 0%, ?, -10%, 14%, 4%[46.1 µM], 6, -3%, -1%, 5%
COc1ccc(CNC(=O)C(c2ccncc2)N(C(=O)Cc2cccs2)c2ccccc2C)cc1 (centres undefined)
    12%, -3%, ?, -6%, 11%, -3%, 32, -22%, -7%, 3%
N#Cc1ccc(CN2CCN(C(=O)CNC(=O)Cc3cccc4ccccc34)CC2)cc1
    -8%, 2%, ·, ·, ·, -6%, -20, -55%[inhibitor], -6%, -3%
Cc1ccc(S(=O)(=O)NCc2n[nH]c(=S)n2C)cc1
    -6%, 7%, -1%, 2%, 0%, 2%, -1, 21%, -10%, 4%
CCCCN=C1CC(C)(C)CC(=O)/C1=C(/O)CCCN1C(=O)c2ccccc2C1=O
    -3%, -1%, ?, ·, 5%, 2%, -31, 6%, -1%, 9%
O=C(C1CCC1)N1CCN(S(=O)(=O)c2ccc([N+](=O)[O-])cc2)CC1
    3%, 0%, ·, ·, ·, 5%, 6, -47%[inhibitor], -4%, -5%
Cc1ccc(S(=O)(=O)CCC(=O)OCc2ccccc2F)cc1
    -6%, -2%, -3%, 1%, -8%, 3%, -12, 6%, -4%, 3%
O=C(Nc1ccccc1)OCCOc1cccc(Br)c1
    -1%, -5%, 27%, 5%, 0%, -2%, -3, 17%, -1%, 3%
COc1cc2c(C(=O)NCc3ccc4c(c3)OCO4)cn(CC(C)C)c(=O)c2cc1OC
    -2%, -2%, ?, 0%, 30%, -4%, -5, 2%, 0%, 6%
CCCCn1c(N)c(N(CC)C(=O)c2ccncc2)c(=O)[nH]c1=O
    0%, 3%, ·, ·, ·, -2%, -23, 2%, -1%, -10%
Cc1oc(-c2ccccc2Cl)nc1CS(=O)CC(=O)N1CCN(c2ccccc2)CC1 (centres undefined)
    3%, -1%, ·, -2%, 8%, 5%, 1, -26%, -5%, -2%
CC[C@]12c3[nH]c4cc(CCC(=O)N(C)C)ccc4c3CCN1C(=O)[C@@H](CC(=O)NCCN1CCOCC1)C[C@@H]2C(=O)N1CCN(C(=O)C2CC2)CC1
    ·, 4%, ·, ·, ·, 1%[46.1 µM], -5, 6%, 0%, -2%[11.5 µM]
O=C(NN1C(=O)C2C3CCC(O3)C2C1=O)c1ccco1 (centres undefined)
    -11%, 5%, -9%, 6%[11.5 µM], -3%, 1%[46.1 µM], 12, 14%, -4%, -1%
Cc1ccccc1NC(=O)Cc1nc(COC(=O)c2ncc(Cl)c(Cl)c2Cl)cs1
    ·, -4%, ·, ·, ·, 5%, ·, -27%, -5%, ·
COc1cccc(NC(=O)C(C)SCc2ccccc2)c1 (centres undefined)
    2%, 1%, 4%, 1%, 2%, -3%, -1, -32%, -2%, 5%
COc1ccc(C(=Cc2cc(OC)c(OC)cc2[N+](=O)[O-])C(=O)O)cc1
    ·, -1%, ·, ·, ·, -3%, ·, -17%, 0%, ·
COc1cc(/C=N/NC(=O)CCc2c(C)n[nH]c2C)ccc1O
    -6%, 59%[activator], 4%, 2%, -6%, -1%, -4, 20%, -3%, -2%
Cc1cc(C(F)(F)F)nc(-n2cc(-c3ccccc3)nn2)n1
    3%, 4%, 9%, -9%, 4%, -4%, -3, 24%, 3%, 5%
NC(=O)c1ccc(-n2nnnc2SCC(=O)c2ccc(O)c(O)c2)cc1
    4%, 2%, ?, 3%, 10%, 4%, -16, 17%, -3%, 3%
O=C(c1cccc([N+](=O)[O-])c1)c1ccc2c(c1)C(=O)N(c1c[nH]c(=O)[nH]c1=O)C2=O
    -8%, ·, -9%, ?, -5%, ·, 10, ·, ·, -3%
O=C(c1cccs1)N1CCC(C(=O)N2CCN(Cc3ccc4c(c3)OCO4)CC2)CC1
    1%, 2%, -16%, 4%, 2%, -4%, -5, 0%, -1%, 1%
O=C(CCNC(=O)c1ccccc1Cl)Nc1ccc(S(=O)(=O)Nc2nccs2)cc1
    ·, 5%, ·, ·, ·, 7%, 1, 26%, -1%, 3%
CC1CCCCC1Nc1ncnc2sccc12 (centres undefined)
    -10%, 5%, 10%, -5%, 3%, 5%, -11, 2%, 0%, 3%
CCOC(=O)c1ccc(NC(=O)CN2C(=O)CSCC2=O)cc1
    -3%, 0%, -11%, -6%, -14%, -2%[46.1 µM], -1, 0%, -2%, 7%
O=C(Nc1cccc(S(=O)(=O)N2CCOCC2)c1)c1cc(S(=O)(=O)N2CCOCC2)c(Cl)cc1Cl
    ·, -1%, ·, ·, ·, 3%, ·, -28%, -6%, ·
COc1ccc(C2=NS(=O)(=O)N(C)C(C(=O)N3CCc4ccccc4C3)=C2)cc1OC
    -3%, 13%, 13%, ?, ·, -2%, -22, -14%, 0%, -4%
COc1cc(SC)ccc1C(=O)N1CCN(c2ccccc2)CC1
    2%, 4%, 17%, 2%, -10%, -1%, -21, 25%, -5%, -4%
CC(C)CSC1=NSC2=NC(=O)/C(=C\c3cccs3)C(=N)N12
    0%, -4%, ?, -3%, -4%, -5%, -5, 2%, -2%, -4%
O=C(Nc1ccc(Cl)cc1)NN1CC(=O)N(c2cccc(C(F)(F)F)c2)CC1=O
    1%, -1%, ·, -8%, 8%, 3%, -3, 27%, -4%, -8%
COc1ccc(NC(=O)c2cccc(N3C(=O)C4C5C=CC(C6CC56)C4C3=O)c2)cc1 (centres undefined)
    -8%, -3%, 42%[activator], -5%, 21%, -5%, -38, -6%, ·, 0%

One compound at a time, from the list above. Order of screens: Mito fusion yeast	S-ASM inh	Menin MLL FP TR	MBNL1-CUG inh	CXXC DNA block	TCR act	TSHR antag	a7 integrin act	TSG101-PTAP inh	AT treatment
Listed for COc1ccc(C(=Cc2cc(OC)c(OC)cc2[N+](=O)[O-])C(=O)O)cc1 : ·	-1%	·	·	·	-3%	·	-17%	0%	·
Listed for Cc1oc(-c2ccccc2Cl)nc1CS(=O)CC(=O)N1CCN(c2ccccc2)CC1 (centres undefined) : 3%	-1%	·	-2%	8%	5%	1	-26%	-5%	-2%

The list continues:
The line under a structure holds: Mito fusion yeast, S-ASM inh, Menin MLL FP TR, MBNL1-CUG inh, CXXC DNA block, TCR act, TSHR antag, a7 integrin act, TSG101-PTAP inh, AT treatment
COc1cc(C(=O)Nc2cc(Cl)ccc2-n2cncn2)ccc1OC(F)F
    -1%, 2%, ·, ·, ·, -1%, 10, -10%, -4%, 5%
CC(CN(C)C)CN1c2ccccc2CCc2ccccc21 (centres undefined)
    -35%&-27%[inhibitor], 3%, ?, -3%, -6%&7%, -3%, -16&-10, ·, 0%, 5%
O=c1c(/C=N/OCc2ccc(Cl)cc2Cl)c[nH]n1-c1cccc(Cl)n1
    4%, 2%, ?, -2%, 28%, 0%, -16, -33%, 0%, -2%
Cc1[nH]c2ccc(C(=O)OC(C)C(=O)NC3(C#N)CCCCC3)cc2c1C (centres undefined)
    1%, -3%, ·, ·, ·, -7%, 4, 8%, -3%, 2%
COc1ccccc1-n1cnnc1SCC(=O)Nc1cccc(S(N)(=O)=O)c1
    3%, 4%, ?, -6%, 11%, 7%, -29, 7%, -1%, 15%
COc1ccc(OC)c(NP2(=O)OCC(C)([N+](=O)[O-])CO2)c1 (centres undefined)
    ·, 0%, ·, ·, ·, -5%, ·, -8%, 0%, ·
CCCn1c(SCC(=O)Nc2nonc2C)nnc1-c1ccoc1C
    -3%, 7%, -23%, -12%, 9%, 12%, 7, 7%, -5%, -4%
O=[N+]([O-])c1cccc(S(=O)(=O)N2CCCCC2c2cccnc2)c1 (centres undefined)
    0%, -2%, 0%, ?, 19%, -3%, -1, 14%, 1%, 0%
COc1cccc(CN2CCCC(C(=O)N3CCCCC3)C2)c1OC (centres undefined)
    -1%, 4%, 2%, 3%, -6%, 0%, 6, 22%, -4%, -6%
Cc1ccc(CNC(=O)CNC(=O)[C@@H]2Cc3ccccc3CN2C(=O)OC(C)(C)C)cc1
    -1%, 3%, -13%, -3%, -6%, 7%, -6, -5%, -11%, -1%
CCN(C(=O)COC(=O)c1cc(Cl)ccc1OC)c1c(N)n(Cc2ccccc2)c(=O)[nH]c1=O
    -12%, 3%, ·, ·, ·, ·, -4, 11%, 1%, -2%
